Source: PubChem BioAssay
Rev-erbA mod: modulators of Rev-erb alpha DNA binding, primary screen, biochemical, FITC-DNA, fluorescence polarization, uHTS; AID 1259318, 2017; Nuclear receptor subfamily 1 group D member 1 (Homo sapiens), P20393; Rev-erbα–FITC-DNA binding, 90 min; activity, % at 10 µM; actives 0.79% (n = 370,000);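 active = activity above about 14%, limit read from the data; passing the limit was not always enough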;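 note: 0% = DMSO wells with 35 nM protein and 100% = DMSO wells with 750 nM protein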
ssDAF12 agonist: S. stercoralis DAF-12 nuclear receptor activators, primary screen, cell-based, luminescence, HEK293, GRIP1 co-expression, lit1-tk-luc. Nuclear hormone receptor DAF-12 (Strongyloides stercoralis). HEK293 ssDAF-12/GRIP1 lit1-tk-luc reporter; % of 3 µM dafachronic acid response. activation, % at 6.8 µM. actives 1% (n = 370,000). AID 652126, 2013;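 active = activation above the mean over all tested compounds plus 3 SD, cut at about 0.9% in these data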;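 note: 0% = DMSO-only wells and 100% = 3 µM delta7-dafachronic acid wells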
SMARCA2 act: SMARCA2 (BRM) function activators, primary screen, cell-based, luminescence, high throughput; MG213 cells, MMTV-luciferase reporter, dexamethasone, overnight; activation, % at 9.1 µM; actives 1% (n = 370,000); AID 652017, 2013; in the data active = activation above about 7.8%;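 note: 0% = vehicle wells and 100% = reference activator wells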
PLCb3 inh: human PLC-beta3 inhibitors, primary screen, biochemical, fluorescence; 1-phosphatidylinositol 4,5-bisphosphate phosphodiesterase beta-3 (Homo sapiens), Q01970; inhibition, % at 12.2 µM; actives 0.18% (n = 370,000); Purified PLC-beta3, fluorogenic substrate; in the data active = inhibition above about 11%;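 note: 0% = median of compound wells on plate and 100% = full blocker control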
Target sequence (Q01970 whole entry, looked up): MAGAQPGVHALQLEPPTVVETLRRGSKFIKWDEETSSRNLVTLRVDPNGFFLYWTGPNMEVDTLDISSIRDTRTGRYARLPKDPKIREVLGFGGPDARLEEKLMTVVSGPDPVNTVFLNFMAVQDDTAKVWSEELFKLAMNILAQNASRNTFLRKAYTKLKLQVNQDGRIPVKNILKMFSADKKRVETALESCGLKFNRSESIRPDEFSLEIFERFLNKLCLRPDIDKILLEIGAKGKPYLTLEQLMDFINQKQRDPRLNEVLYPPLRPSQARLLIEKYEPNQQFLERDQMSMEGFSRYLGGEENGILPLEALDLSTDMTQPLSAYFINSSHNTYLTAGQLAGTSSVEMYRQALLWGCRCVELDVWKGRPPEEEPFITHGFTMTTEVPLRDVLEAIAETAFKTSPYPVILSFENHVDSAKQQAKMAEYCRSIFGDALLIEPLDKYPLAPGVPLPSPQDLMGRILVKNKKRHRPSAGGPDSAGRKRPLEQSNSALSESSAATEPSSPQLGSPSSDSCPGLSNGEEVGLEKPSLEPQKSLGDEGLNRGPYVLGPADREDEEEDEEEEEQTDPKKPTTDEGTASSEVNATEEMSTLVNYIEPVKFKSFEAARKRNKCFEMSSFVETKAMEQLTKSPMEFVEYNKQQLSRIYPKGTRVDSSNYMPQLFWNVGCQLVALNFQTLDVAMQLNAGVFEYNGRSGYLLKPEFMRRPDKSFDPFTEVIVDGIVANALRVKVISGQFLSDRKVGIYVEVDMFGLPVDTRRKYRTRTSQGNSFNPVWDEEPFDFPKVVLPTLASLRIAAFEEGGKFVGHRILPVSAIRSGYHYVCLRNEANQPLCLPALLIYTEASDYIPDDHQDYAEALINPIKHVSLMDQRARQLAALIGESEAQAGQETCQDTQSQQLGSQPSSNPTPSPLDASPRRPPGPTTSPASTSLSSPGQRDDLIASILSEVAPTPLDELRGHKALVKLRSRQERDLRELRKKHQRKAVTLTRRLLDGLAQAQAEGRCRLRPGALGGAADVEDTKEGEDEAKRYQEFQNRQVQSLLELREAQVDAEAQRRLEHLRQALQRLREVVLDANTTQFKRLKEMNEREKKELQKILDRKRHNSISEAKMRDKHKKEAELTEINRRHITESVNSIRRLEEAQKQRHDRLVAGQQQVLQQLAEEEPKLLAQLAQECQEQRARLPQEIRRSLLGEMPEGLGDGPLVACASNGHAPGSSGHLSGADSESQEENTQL
DAX1 inh-1: DAX1 (NR0B1) inhibitors, primary screen, cell-based, HEK293, Gal4-DAX1, luciferase luminescence; HEK293 Gal4-DAX1 luciferase reporter; inhibition, % at 6.75 µM; Nuclear receptor subfamily 0 group B member 1 (Homo sapiens), P51843; AID 504766, 2011; actives 0.99% (n = 340,000);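 active = inhibition above the mean over all tested compounds plus 3 SD, cut at about 4.2% in these data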;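 note: 0% = DAX1-transfected cells with DMSO and 100% = empty-vector control cells with DMSO; inhibition shows as a rise in luminescence from relieved DAX1 repression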
hgDAF-12 ag: H. glycines DAF-12 receptor agonists, primary screen, cell-based, luminescence, HEK293, GAL4 fusion, UAS-luciferase | actives 1.8% (n = 370,000) | activation, % at 6.8 µM | Nuclear hormone receptor DAF-12 (Heterodera glycines), GAL4 fusion | HEK293 GAL4-hgDAF12 UAS-luciferase reporter, agonist luminescence; normalized to butyrate control;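 active = activation above a cutoff set at the mean of all screened compounds plus 3 SD, cut at about 10% in these data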;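 note: 0% = DMSO wells and 100% = sodium butyrate wells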
DAX1 inh-2: DAX1 (NR0B1) inhibitors on StAR promoter, primary screen, cell-based, luminescence, SF-1 (NR5A1), full-length DAX-1; inhibition, % at 6.8 µM; actives 1.1% (n = 370,000); HEK293T StAR-luciferase reporter, SF-1/DAX-1 repression relief; AID 652010, 2013;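 active = inhibition above the mean over all tested compounds plus 3 SD, cut at about 3.6% in these data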;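 note: 0% = DAX-1 cells with DMSO and 100% = cells lacking DAX-1 with DMSO; higher inhibition means more luminescence from relief of DAX-1 repression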
PG9 Ab binder: binders of HIV-1 gp120 antibody PG9, primary screen, biochemical, TR-FRET | AID 624416, 2012 | actives 0.43% (n = 360,000) | inhibition, % at 6.7 µM | HIV-1 gp120 / PG9 antibody interaction | TR-FRET gp120-PG9 antibody binding; in the data active = inhibition above about 8.5%
GAA850 FXN act: FXN promoter activators, primary screen, cell-based, luciferase luminescence, HEK293 lucGAA850; HEK293 lucGAA850 FXN promoter luciferase reporter, 24 h; percent of 10 µM SAHA response; activation, % at 6 µM; actives 0.56% (n = 360,000); AID 540364, 2011;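 active = activation above the average of all compounds screened plus 3 SD, cutoff fixed separately per campaign, cut at about 7.5% in these data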;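 note: 0% = DMSO wells and 100% = 10 µM SAHA wells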
hcDAF12 agonist: H. contortus DAF-12 nuclear receptor activators, primary screen, cell-based, luminescence, HEK293, lit1-tk-luc reporter. AID 652067, 2013. HEK293 hcDAF-12 lit1-tk-luc reporter; 0% DMSO, 100% Δ7-dafachronic acid. activation, % at 6.8 µM. actives 1.4% (n = 370,000);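 active = activation above the mean of all tested compounds plus 3 SD, cut at about 5.5% in these data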;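 note: 100% = response to 3 µM Δ7-dafachronic acid high control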
HGIII-sPLA2 inh: human group III sPLA2 inhibitors, primary screen, biochemical, QFRET, BODIPY PC-A2 liposome substrate; Group 3 secretory phospholipase A2 (Homo sapiens), Q9NZ20; AID 743126, 2013; QFRET BODIPY PC-A2 liposome hydrolysis, fluorescence; actives 0.56% (n = 370,000); inhibition, % at 12.2 µM;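 active = inhibition above mean plus 3 SD of compounds lying within the high and low control bounds, cut at about 19% in these data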;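 note: 0% = median of test compound wells and 100% = no enzyme DMSO wells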
* = called active by the depositor; . = not tested or not shown.

(1) COc1ccc(NC(=S)NCCN2CCC(C)CC2)cc1
(2) CCN1/C(=C/C=C/C=C/C=C/c2sc3ccccc3[n+]2CC)Sc2ccccc21
(3) CC(C)(C)OC(=O)C[C@H]1C/C=C\C[C@H](CC(=O)N(CCO)Cc2ccccc2)C(=O)N[C@@H](Cc2ccccc2)COC1=O
(4) Cc1ccc(Oc2nnc(-c3cccs3)c3ccccc23)cc1C
(5) COc1cccc(/C=C/C(=O)OCC(=O)NCCCc2ccccc2)c1OC
(6) N#Cc1c(N)n(-c2ccccc2)c(=O)c2cc([N+](=O)[O-])ccc12
(7) CCN1CCN(S(=O)(=O)c2ccc(-c3cc(C)no3)s2)CC1
(8) O=C(CCC(=O)OCc1ccc([N+](=O)[O-])cc1Cl)Nc1ccccc1

| compound no. | 1 | 2 | 3 | 4 | 5 | 6 | 7 | 8 |
| --- | --- | --- | --- | --- | --- | --- | --- | --- |
| Rev-erbA mod | 1.4 | -8.6 | -5.5 | -2.7 | 7.3 | 9.1 | 5.1 | -4.1 |
| ssDAF12 agonist | -1.0 | -1.1 | -0.8 | -1.1 | -1.1 | -1.7 | -1.1 | -0.3 |
| SMARCA2 act | 0.2 | -4.0 | 1.9 | -1.6 | 0.9 | 4.1 | -1.9 | -1.4 |
| PLCb3 inh | 4.2 | -10.8 | 3.4 | 5.7 | -7.7 | -1.8 | -7.0 | -8.4 |
| DAX1 inh-1 | -1.4 | 0.8 | -1.3 | 1.9 | -0.1 | -0.6 | 1.0 | 0.6 |
| hgDAF-12 ag | 0.8 | 0.8 | 0.2 | -0.6 | 0.2 | 3.6 | 1.7 | 1.1 |
| DAX1 inh-2 | 0.5 | -0.3 | -0.8 | 0.1 | 0.2 | 0.5 | -0.4 | 1.0 |
| PG9 Ab binder | 0.7 | 6.3 | -0.3 | 0.4 | -2.3 | 1.0 | -1.4 | -2.3 |
| GAA850 FXN act | -0.2 | 2.8 | -3.6 | -0.7 | 1.8 | -0.7 | -0.7 | 0.2 |
| hcDAF12 agonist | 0.4 | -1.8 | -2.4 | -1.0 | 0.6 | -2.9 | -0.2 | -0.6 |
| HGIII-sPLA2 inh | 8.2 | 13.1 | -9.3 | -0.9 | -0.5 | 6.5 | 7.0 | 9.1 |

Another view of some results above:
| entry | Molecule | Rev-erbA mod | ssDAF12 agonist | SMARCA2 act | PLCb3 inh | DAX1 inh-1 | hgDAF-12 ag | DAX1 inh-2 | PG9 Ab binder | GAA850 FXN act | hcDAF12 agonist | HGIII-sPLA2 inh |
| --- | --- | --- | --- | --- | --- | --- | --- | --- | --- | --- | --- | --- |
| 2 | CCN1/C(=C/C=C/C=C/C=C/c2sc3ccccc3[n+]2CC)Sc2ccccc21 | -8.6 | -1.1 | -4.0 | -10.8 | 0.8 | 0.8 | -0.3 | 6.3 | 2.8 | -1.8 | 13.1 |
| 3 | CC(C)(C)OC(=O)C[C@H]1C/C=C\C[C@H](CC(=O)N(CCO)Cc2ccccc2)C(=O)N[C@@H](Cc2ccccc2)COC1=O | -5.5 | -0.8 | 1.9 | 3.4 | -1.3 | 0.2 | -0.8 | -0.3 | -3.6 | -2.4 | -9.3 |

Following part:
(9) CC(=O)c1ccc(S(=O)(=O)N2CCNCC2)cc1
(10) O=C(Nc1cccc(C(F)(F)F)c1)c1cc(Br)cc2c1OCC2
(11) CCOc1ccc(N2C(=O)CN=C2Nc2ccccc2F)cc1
(12) O=C(CS(=O)(=O)c1ccccc1)Nc1nc2ccccc2s1
(13) O=C(CNC(=O)OCc1ccccc1)NC1(C(=O)O)CCCC1
(14) O=C(NNC(=O)c1sc2cccc(Cl)c2c1Cl)Nc1ccccc1
(15) Cc1ccc(C(=O)O/N=C2\CCCc3ccccc32)cc1
(16) Cc1cc(NS(=O)(=O)N(C)C)ccc1C(C)C

| compound no. | 9 | 10 | 11 | 12 | 13 | 14 | 15 | 16 |
| --- | --- | --- | --- | --- | --- | --- | --- | --- |
| Rev-erbA mod | 1.6 | 28.4* | -6.6 | 4.5 | 4.0 | 0.9 | 9.4 | -3.8 |
| ssDAF12 agonist | 0.4 | -1.0 | -1.5 | 0.4 | -1.1 | -0.8 | -1.0 | -1.4 |
| SMARCA2 act | -4.3 | -1.2 | 0.0 | 0.0 | 0.5 | 0.8 | 3.1 | -2.0 |
| PLCb3 inh | 2.6 | -4.7 | 2.6 | -6.3 | 3.6 | 0.7 | 5.9 | 0.5 |
| DAX1 inh-1 | -0.5 | 0.7 | -0.3 | 0.7 | -0.5 | 0.0 | 0.0 | -0.9 |
| hgDAF-12 ag | -0.2 | 3.8 | -2.6 | 4.7 | -0.1 | 0.7 | 2.2 | -2.5 |
| DAX1 inh-2 | -0.1 | 0.2 | -0.5 | 0.0 | -0.9 | 1.2 | -0.4 | -0.2 |
| PG9 Ab binder | -2.2 | -0.1 | -0.9 | 2.2 | -1.5 | -1.1 | -1.9 | -0.8 |
| GAA850 FXN act | 0.2 | 1.6 | 1.7 | -1.4 | -1.1 | 0.3 | 6.0 | -0.5 |
| hcDAF12 agonist | -1.1 | 4.8 | -0.8 | 7.1* | 1.2 | -0.7 | 1.0 | -2.2 |
| HGIII-sPLA2 inh | 3.4 | -3.9 | -5.9 | -24.5 | 1.7 | -10.0 | -1.3 | -5.2 |

(17) Cn1c(=O)[nH]c(=O)c2c1nc(Br)n2CC(O)COc1ccc(Cl)cc1 (stereo not given)
(18) CC(=O)NC(=S)Nc1ccc(S(=O)(=O)Nc2nc(C)cc(C)n2)cc1
(19) Cc1ccc(S(=O)(=O)N2CCCCC2)cc1NC(=O)C1CC(=O)N(c2ccc3c(c2)OCCO3)C1 (stereo not given)
(20) CSc1ccc(OC2(C)CCN(Cc3ccc(-c4ccccn4)cc3)C2)cc1 (stereo not given)
(21) O=C(NNC1=NS(=O)(=O)c2ccccc21)C1CC(=O)N(c2ccccc2)C1 (stereo not given)
(22) Cc1cccc(NC(=O)CNC(=O)c2ccccc2Cl)n1
(23) Cn1nnc(C(O)CNCc2cccs2)n1 (stereo not given)
(24) CCc1c(C)sc(NC(=S)Nc2cccnc2)c1C(=O)OC

| compound no. | 17 | 18 | 19 | 20 | 21 | 22 | 23 | 24 |
| --- | --- | --- | --- | --- | --- | --- | --- | --- |
| Rev-erbA mod | -0.7 | 2.6 | -5.3 | 3.6 | -7.1 | -2.6 | 3.1 | -2.0 |
| ssDAF12 agonist | -1.8 | -2.0 | -1.7 | -0.4 | -0.9 | -1.2 | -1.2 | -2.1 |
| SMARCA2 act | -4.7 | 5.2 | -5.1 | 2.0 | -3.9 | 1.3 | -2.3 | -2.8 |
| PLCb3 inh | -1.4 | 2.1 | -3.6 | -0.9 | 0.3 | -6.7 | 3.4 | -7.8 |
| DAX1 inh-1 | -1.2 | 0.5 | -0.3 | . | -0.2 | -0.6 | -2.4 | 0.0 |
| hgDAF-12 ag | -4.6 | 0.1 | -2.0 | 3.0 | 1.3 | 2.7 | -0.1 | -1.9 |
| DAX1 inh-2 | -1.0 | 0.2 | -3.7 | 0.0 | 0.2 | 1.3 | -0.4 | 0.0 |
| PG9 Ab binder | -0.9 | -2.1 | 2.0 | 0.1 | -1.3 | -1.6 | 1.2 | 0.5 |
| GAA850 FXN act | -0.8 | -0.6 | -0.4 | 1.3 | 1.3 | 2.5 | -1.6 | 0.4 |
| hcDAF12 agonist | -1.2 | 0.2 | -1.4 | -0.9 | -0.4 | 0.3 | 1.7 | 0.4 |
| HGIII-sPLA2 inh | -5.0 | 2.9 | 0.2 | -2.0 | 3.8 | 5.1 | 5.3 | 13.3 |

Single entries from the results shown.
CCN1/C(=C/C=C/C=C/C=C/c2sc3ccccc3[n+]2CC)Sc2ccccc21 | hcDAF12 agonist = -1.8
CCN1CCN(S(=O)(=O)c2ccc(-c3cc(C)no3)s2)CC1 | DAX1 inh-1 = 1.0
O=C(Nc1cccc(C(F)(F)F)c1)c1cc(Br)cc2c1OCC2 | Rev-erbA mod = 28.4*
COc1ccc(NC(=S)NCCN2CCC(C)CC2)cc1 | DAX1 inh-1 = -1.4
Cc1cccc(NC(=O)CNC(=O)c2ccccc2Cl)n1 | Rev-erbA mod = -2.6

Part of the list above, showing only hcDAF12 agonist and DAX1 inh-1.
| no. | structure | hcDAF12 agonist | DAX1 inh-1 |
| --- | --- | --- | --- |
| 5 | COc1cccc(/C=C/C(=O)OCC(=O)NCCCc2ccccc2)c1OC | 0.6 | -0.1 |
| 6 | N#Cc1c(N)n(-c2ccccc2)c(=O)c2cc([N+](=O)[O-])ccc12 | -2.9 | -0.6 |
| 7 | CCN1CCN(S(=O)(=O)c2ccc(-c3cc(C)no3)s2)CC1 | -0.2 | 1.0 |
| 8 | O=C(CCC(=O)OCc1ccc([N+](=O)[O-])cc1Cl)Nc1ccccc1 | -0.6 | 0.6 |
| 9 | CC(=O)c1ccc(S(=O)(=O)N2CCNCC2)cc1 | -1.1 | -0.5 |
